Casp1 inh = caspase-1 (human) inhibition, allosteric or competitive; Caspase-1 enzyme, Ac-WEHD-AFC fluorogenic rate; Potency, µM (titrated, usually from 57.5 µM), for inactives: top-dose activity change, negative = inhibition, actives largely listed as inhibitors; hit rate 0.03% among 75,000; AID 900;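 also: potency is read from the fitted curve at half-maximal effect; plate controls were vehicle for no effect and no substrate for full effect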
BRCT inh red = inhibitors of human BRCA1 BRCT-phosphoprotein interaction (red fluorophore) | P38398 | BRCT-phosphopeptide binding, red fluorescence polarization | Potency, µM (series often up to 76.9 µM), without a hit: at the top dose activity change, negative = inhibition, hits mostly inhibitors | hit rate 0.03% among 75,000 | AID 892; also: % is scaled to controls: 0 for no effect and ±100 for the full control effect
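Rhodamine-labelled pBACH1 10-mer (100 nM) bound to BRCT domain (100 nM) at pH 7.3; compounds incubated 12 min room temperature, polarization read. Free peptide defines full inhibition; unlabelled decapeptide titrated as control.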
Luciferase inh = inhibitors of firefly luciferase; P08659; purified firefly luciferase, luminescence, 8 min; Potency, µM (series often up to 57.1 µM), inactives show at the highest dose activity change, negative = inhibition, usual class: inhibitors; hit rate 2.2% among 72,000; AID 411; also: potency is read from the fitted curve at half-maximal effect; % is scaled to controls: 0 for no effect and ±100 for the full control effect; nearly all actives have a fitted effect of over 40% in size
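Compounds were tested as concentration series (qHTS) against purified P. pyralis luciferase with luciferin and 10 uM ATP in 50 mM imidazole pH 7.2, 50 mM KCl, 7 mM MgCl2, 0.01% Tween 20, 0.05% BSA. Luminescence was read after 8 min at ambient temperature.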
HEK293 cAMP ctrl = raises cAMP in parental HEK293 cells, TSHR agonist counter-screen; parental HEK293 CNG cAMP sensor, membrane potential fluorescence; hit rate 2.5% among 73,000; Potency, µM (series often up to 57.1 µM), inactives show top-dose activation, usual class: activators; also: potency is read from the fitted curve at half-maximal effect; % of control where 0% means no effect; nearly all actives have a fitted effect of over 55% in size
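Parental HEK 293 cells stably expressing a cAMP-gated CNG channel were loaded with membrane potential dye containing 100 uM RO 20-1724 for 60 min. Compound added for 30 min; depolarization read as fluorescence intensity at 590 nm.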
CRE-bla Fsk = alters forskolin-stimulated CRE reporter signaling in CHO cells. CHO CRE-bla reporter (cAMP response element driving beta-lactamase), forskolin EC10, beta-lactamase ratio. Potency, µM (series often up to 38.2 µM), for the others: at the highest dose activity change, negative = inhibition, actives largely listed as activators. hit rate 2.5% among 71,000. AID 662; active = well fitted activation curve with a large enough effect in the signal ratio, with a control signal flat, not every such curve was filed as active; inconclusive = small, poorly fitted or top-dose-only effect, or effect the other way, or a change in a side signal; the % refers to the signal ratio; also: potency is read from the fitted curve at half-maximal effect; % of control where 0% means no effect
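CRE-bla CHO cells stimulated with EC10 NKH 477 (water-soluble forskolin) and compound titrations, 3 h at 37C; beta-lactamase read with CCF4 after 2 h at room temperature. Activity from 460/530 nm emission ratio, AC50 values for positive or negative modulation.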
ERK AVP block = vasopressin-driven ERK pathway inhibition; HEK293-V1b, vasopressin-stimulated pERK AlphaScreen; Potency, µM (titrated, usually from 57.5 µM), inactives show at the top dose activity, negative = inhibition, actives largely listed as inhibitors; hit rate 0.99% among 72,000; also: potency is read from the fitted curve at half-maximal effect; % is scaled to controls: 0 for no effect and ±100 for the full control effect; nearly all actives have a fitted effect of over 55% in size
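Overnight-seeded V1b-HEK293 cells in 1% FBS got compound, then vasopressin (25 nM final, 5 min, 37C), then lysis buffer. AlphaScreen detection of phospho-ERK; activity normalized to basal and full-stimulation controls.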
A350 fluor = A350 region autofluorescence | Compound autofluorescence, 340/450 nm, Alexa 350 dye-equivalents; stronger effect = higher value | max dye-equivalent concentration, M | hit rate 11% among 59,000 | AID 590; in the data active = max dye-equivalent concentration above about 10 nM; inconclusive = mostly about 1.1 nM to 9.6 nM
Caspase-7 inhib = caspase-7 (human) inhibition, allosteric or competitive | P55210 | recombinant caspase-7, Ac-DEVD-AFC fluorescence rate | Potency, µM (highest dose often 57.5 µM), for the others: at the highest dose activity change, negative = inhibition, most hits filed as inhibitors | hit rate 0.02% among 75,000 | AID 889; active = well fitted inhibition curve with a large enough effect in the main read-out, with a control signal flat, not every such curve was filed as active; inconclusive = small, poorly fitted or top-dose-only effect, or a change in a side signal; also: potency is read from the fitted curve at half-maximal effect; % of control where 0% means no effect
Target sequence (P55210 24-198 limits assumed): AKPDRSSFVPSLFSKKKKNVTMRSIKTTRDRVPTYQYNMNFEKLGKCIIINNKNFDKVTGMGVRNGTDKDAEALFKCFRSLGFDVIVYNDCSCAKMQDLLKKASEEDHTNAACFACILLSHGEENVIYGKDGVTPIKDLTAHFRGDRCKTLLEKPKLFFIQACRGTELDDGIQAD
Target sequence (P55210 207-303 limits assumed): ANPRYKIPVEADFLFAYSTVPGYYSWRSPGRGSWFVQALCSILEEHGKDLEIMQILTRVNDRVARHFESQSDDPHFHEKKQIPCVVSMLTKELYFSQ
USP2a inh = inhibitors of human ubiquitin-specific protease USP2a. O75604. USP2a enzymatic assay, qHTS inhibition. Potency, µM (series often up to 38.3 µM), without a hit: top-dose activity change, negative = inhibition, hits mostly inhibitors. hit rate 0.1% among 60,000. AID 927;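 also: potency is read from the fitted curve at half-maximal effect; nearly all actives have a fitted effect of over 60% in size; plate controls were DMSO for no effect and NEM full inhibition control for full effect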
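20 nM USP2 core + cpd, 30 min RT; add 20 nM Ub-PLA2/20 uM NBD C6-HPC; read Ex460/Em535 at 0 h and 2.5 h. Normalized to NEM; qHTS curve fit/classification.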
BRCT PPI green = BRCA1 BRCT-phosphoprotein interaction inhibition | P38398 | AID 875 | BRCA1 BRCT-phosphopeptide binding, green fluorescence polarization | hit rate 0.05% among 75,000 | Potency, µM (highest dose often 76.9 µM), for the others: at the top dose activity change, negative = inhibition, most hits filed as inhibitors;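 also: potency is read from the fitted curve at half-maximal effect; plate controls were peptide without protein for full effect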
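Compounds were incubated for 12 min at room temperature with a complex of 100 nM fluorescein-tagged pBACH1 decapeptide and 250 nM His-tagged BRCT protein. Buffer was phosphate pH 7.3 with EDTA, DTT and Tween 20. Disruption of binding lowers the polarization signal.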
Tau filament bind = binds recombinant human tau filaments. P10636. recombinant tau filaments, thioflavin S fluorescence, 15 h; filaments grown with octadecylsulfate alongside compound. Potency, µM (highest dose often 57.1 µM), inactives show at the highest dose activity change, negative = inhibition. hit rate 2% among 71,000. AID 596;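 also: potency is read from the fitted curve at half-maximal effect; % is scaled to controls: 0 for no effect and ±100 for the full control effect; actives lower thioflavin S fluorescence by blocking filaments or displacing dye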
Target sequence (P10636 whole entry, looked up): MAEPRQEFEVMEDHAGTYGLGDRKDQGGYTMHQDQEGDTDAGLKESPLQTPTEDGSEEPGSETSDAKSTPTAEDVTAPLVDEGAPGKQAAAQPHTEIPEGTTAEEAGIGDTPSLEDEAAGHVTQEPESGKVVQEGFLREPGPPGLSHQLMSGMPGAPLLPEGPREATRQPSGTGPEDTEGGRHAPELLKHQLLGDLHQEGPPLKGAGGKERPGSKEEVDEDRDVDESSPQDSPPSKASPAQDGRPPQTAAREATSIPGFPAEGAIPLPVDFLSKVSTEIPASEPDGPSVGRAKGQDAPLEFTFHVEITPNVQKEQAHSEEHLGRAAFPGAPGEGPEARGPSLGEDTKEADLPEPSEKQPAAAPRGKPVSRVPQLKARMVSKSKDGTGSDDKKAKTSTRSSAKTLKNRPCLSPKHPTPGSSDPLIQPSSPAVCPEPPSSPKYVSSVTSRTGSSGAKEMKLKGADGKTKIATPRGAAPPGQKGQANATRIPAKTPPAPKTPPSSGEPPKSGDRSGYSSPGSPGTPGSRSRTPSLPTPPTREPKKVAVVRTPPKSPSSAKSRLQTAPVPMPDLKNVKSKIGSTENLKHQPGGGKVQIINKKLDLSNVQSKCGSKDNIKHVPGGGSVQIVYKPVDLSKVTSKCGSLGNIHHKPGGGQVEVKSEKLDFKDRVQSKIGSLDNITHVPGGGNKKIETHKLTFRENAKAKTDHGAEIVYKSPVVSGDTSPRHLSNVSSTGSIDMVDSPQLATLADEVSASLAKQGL
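Read-out: ThS fluorescence, 450 nm excitation/510 nm emission; lower signal marks blocked filament formation or displaced dye. Tau at 1 uM with 30 uM ODS, 10 uM ThS, 5 mM DTT, 100 mM NaCl, 10 mM HEPES pH 7.4; 15 h, 37 C.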
An asterisk follows results filed as active; i = inactive; ? = inconclusive; . = no result given; [ ] = another dose, or the depositor's remark. Unless noted, calls follow the shape of the dose curve; as a rule, active = well fitted curve in the direction sought with a large enough effect; inconclusive = small, poorly fitted or top-dose-only effect, or another doubt; inactive = no such curve, though single readings can be large; an effect the other way counts as inactive or inconclusive.

SMILES	Casp1 inh	BRCT inh red	Luciferase inh	HEK293 cAMP ctrl	CRE-bla Fsk	ERK AVP block	A350 fluor	Caspase-7 inhib	USP2a inh	BRCT PPI green	Tau filament bind
CCC(c1nnnn1C(C)(C)CC)N(CCCO)Cc1cc2cc(C)cc(C)c2[nH]c1=O (stereo unspecified)	?	-0.2%	-1%	?	7%	11%	1e-08M*	-21%	27%	0.9%	18%
O=C(NCc1ccccc1)c1cccc(S(=O)(=O)N2CCOCC2)c1	1%	0.5%	0%	-2%	-5%	?	.	0%	5%	0.1%	8%
O=C(Cn1ncc2c(=O)oc3ccccc3c21)N1CCCN(Cc2ccccc2F)C1	-1%	0.4%	3%	3%	0%	14%	.	0%	.	2.3%	4%
CCN(CC)Cc1c(C(=O)OC)nnn1-c1nonc1N	-1%	-1.6%	0%	?	-9%	14%	i	-1%	6%	0.5%	-9%
CN(C)c1oc(-c2ccccc2)nc1C#N	-1%	-1.2%	3%	0%	?	?	2.2e-07M*	2%	-4%	-3.1%	12%
CC(=O)c1cc(F)c(N2CCN(C(=O)Cc3ccccc3)CC2)cc1C	-2%	-1.1%	0%	5%	1%	-3%	i	-2%	16%	1.0%	-4%
Nc1nc(N)c2nn(-c3ccc(C(=O)O)cc3)nc2n1	-2%[11.5 µM]	0.3%[15.4 µM]	3%[11.4 µM]	-2%[11.4 µM]	-3%[7.6 µM]	4%[11.5 µM]	2.1e-07M*	0%[11.5 µM]	.	-0.4%[15.4 µM]	-1%[11.4 µM]
O=S(=O)(c1ccccc1)N1C2CCC1CC(O)(c1cccnc1)C2 (stereo unspecified)	1%	0.7%	-2%	17%	3%	-5%	?	1%	7%	-1.6%	-5%
O=C(CSc1nnc(CNC(=O)c2ccccc2F)o1)NCCc1ccccc1	-2%	-2.3%	-2%	-1%	-8%	28%	i	2%	2%	-2.1%	-12%
COCc1nnc(NC(=O)C(C)C)s1	0%	-0.3%	-1%	3%	10%	-28%	2.9e-08M*	1%	5%	-1.7%	-12%
O=C(NCCN1CCCC1)c1ccc(CS(=O)(=O)c2c(Cl)cccc2Cl)o1	0%	0.3%	5%	?	-11%	7%	.	-3%	.	-1.5%	0%
CN1/C(=C\C(=O)COc2ccc3c(c2)OCO3)C(C)(C)c2ccccc21	?	-0.8%	-2%	32µM*	-11%	?	3.6e-08M*	-14%	15%	11%	-24%
O=C1C2C3C=CC(O3)C2C(=O)N1CC(O)c1ccccc1 (stereo unspecified)	-3%	-1.7%	0%	6%	?	0%	i	1%	-5%	-4.1%	-10%
Cc1cc2n(n1)C(c1sccc1C)Nc1ccccc1-2 (stereo unspecified)	1%	-0.8%	-29%	9%	?	-1%	1.2e-08M*	-2%	-4%	-1.6%	23%
O=C1CCCC2=C1C(c1cn(-c3ccccc3)nc1-c1cccs1)c1c([nH]c(=O)[nH]c1=O)N2 (stereo unspecified)	-4%	1.3%	-12%	-4%	-16%	?	?	-6%	20%	-1.6%	-9%
Cc1nc2ccc(F)cc2cc1C(=O)NCc1ccco1	0%	0.5%	2%	10%	?	-27%	i	-1%	-2%	-1.1%	-2%
Cc1cccc(C)c1NC(=O)Nc1ccc(S(N)(=O)=O)cc1	0%[11.5 µM]	-1.2%[15.4 µM]	5%[11.4 µM]	4%[11.4 µM]	0%[7.6 µM]	17%[11.5 µM]	i	2%[11.5 µM]	.	-1.2%[15.4 µM]	-3%[11.4 µM]
CSc1ccccc1-n1nnnc1SCC(=O)NCc1cccs1	0%	1.2%	2%	1%	8%	-7%	i	-1%	6%	1.4%	-4%
O=c1[nH]cnc2scc(C3COc4ccccc4O3)c12 (stereo unspecified)	0%	0.4%	2%	8%	0%	-5%	?	-1%	8%	0.0%	3%
O=C(COC(=O)C1CC(=O)N(c2ccccc2)C1)c1ccccc1 (stereo unspecified)	-2%	1.0%	1%	5%	-5%	.	.	2%	.	-1.0%	-1%
Cc1ccc(Nc2ncc3c(n2)CC(c2ccco2)CC3=O)c(C)c1 (stereo unspecified)	-3%	-1.5%	-7%	18%	-8%	?	?	-15%	39%[activator]	0.9%	?
CCC(c1nnnn1Cc1cccs1)N1CCN(c2nc3ccccc3s2)CC1 (stereo unspecified)	-2%	0.4%	-1%	32µM*	?	?	?	-2%	.	-0.9%	52%
O=C(CN1CCN(C(=O)c2cccc(F)c2)CC1)Nc1ccccc1F	-2%	-0.6%	1%	3%	2%	11%	i	3%	5%	-1.7%	10%
COc1ccc2[nH]c(C(=O)O)c(CCC(=O)O)c2c1	1%	-0.3%	1%	5%	2%	-7%	i	1%	-5%	-2.6%	-4%
CC(OC(=O)CCc1nc2ccccc2c(=O)[nH]1)C(=O)NCc1ccc2c(c1)OCO2 (stereo unspecified)	2%	-0.6%	-1%	-3%	5%	13%	i	-2%	3%	-1.9%	-3%
(list continues)
SMILES	Casp1 inh	BRCT inh red	Luciferase inh	HEK293 cAMP ctrl	CRE-bla Fsk	ERK AVP block	A350 fluor	Caspase-7 inhib	USP2a inh	BRCT PPI green	Tau filament bind
Cc1nc2ccccc2c(=O)n1NC(=O)c1c(O)c2c(n(CC(C)C)c1=O)CCCC2	-4%	-0.3%	0%	20%	?	-24%	i	-2%	20%	0.3%	17%
Cc1cccc(N(CC(=O)NC2CCCCC2)C(=O)CCC(=O)Nc2ccccn2)c1	3%	0.8%	-1%	?	-7%	13%	i	-4%	19%	-1.7%	-4%
Cn1c(=O)oc2cc(S(=O)(=O)Nc3cccc4c3CCCC4)ccc21	-3%	0.7%	3%	-1%	1%	-1%	i	-3%	17%	9.9%	8%
O=C(O)c1ccc(N2CCCC2=O)cc1	-1%	-0.9%	1%	-14%	-6%	3%	i	0%	-4%	-2.2%	-1%
COCC(=O)N1CCC2(CCN(Cc3ccccc3)CC2)CC1	-3%	0.5%	3%[11.4 µM]	16%	0%	-1%	i	-1%	-1%	-1.1%	-2%
Cc1cccc(S(=O)(=O)Nc2nc3ccccc3nc2NCc2ccco2)c1	-8%	-1.6%	1%	?	?	11%	1.3e-07M*	-7%	14%	2.2%	-8%
COC(=O)c1ccc2c(=O)n(Cc3ccco3)c(SCC(=O)Nc3ccc(C)c(Cl)c3)nc2c1	2%	0.3%	2%	22%	4%	-6%	?	0%	14%	-1.1%	66%
CCC(NC(=O)c1ccccc1NC(=O)c1ccco1)C(=O)O (stereo unspecified)	-6%	-0.6%	3%	7%	-3%	-11%	.	-4%	-3%	-2.8%	-4%
CCOC(=O)Cc1csc(NC(=O)CSc2nnc(-c3ccc(C)cc3)o2)n1	0%	-0.2%	0%	2%	-1%	-20%	i	0%	13%	-4.2%	6%
COc1ccc(N(Cc2ccco2)C(=O)c2ccccc2F)cc1OC	1%	0.1%	4%	?	2%	-18%	i	-1%	10%	-0.1%	-5%

Shown as labelled records: 4 of the compounds above
molecule: Cn1c(=O)oc2cc(S(=O)(=O)Nc3cccc4c3CCCC4)ccc21
  Casp1 inh = -3%
  BRCT inh red = 0.7%
  Luciferase inh = 3%
  HEK293 cAMP ctrl = -1%
  CRE-bla Fsk = 1%
  ERK AVP block = -1%
  A350 fluor = i
  Caspase-7 inhib = -3%
  USP2a inh = 17%
  BRCT PPI green = 9.9%
  Tau filament bind = 8%
molecule: O=C(O)c1ccc(N2CCCC2=O)cc1
  Casp1 inh = -1%
  BRCT inh red = -0.9%
  Luciferase inh = 1%
  HEK293 cAMP ctrl = -14%
  CRE-bla Fsk = -6%
  ERK AVP block = 3%
  A350 fluor = i
  Caspase-7 inhib = 0%
  USP2a inh = -4%
  BRCT PPI green = -2.2%
  Tau filament bind = -1%
molecule: COCC(=O)N1CCC2(CCN(Cc3ccccc3)CC2)CC1
  Casp1 inh = -3%
  BRCT inh red = 0.5%
  Luciferase inh = 3%[11.4 µM]
  HEK293 cAMP ctrl = 16%
  CRE-bla Fsk = 0%
  ERK AVP block = -1%
  A350 fluor = i
  Caspase-7 inhib = -1%
  USP2a inh = -1%
  BRCT PPI green = -1.1%
  Tau filament bind = -2%
molecule: Cc1cccc(S(=O)(=O)Nc2nc3ccccc3nc2NCc2ccco2)c1
  Casp1 inh = -8%
  BRCT inh red = -1.6%
  Luciferase inh = 1%
  HEK293 cAMP ctrl = ?
  CRE-bla Fsk = ?
  ERK AVP block = 11%
  A350 fluor = 1.3e-07M*
  Caspase-7 inhib = -7%
  USP2a inh = 14%
  BRCT PPI green = 2.2%
  Tau filament bind = -8%

Screening data as filed in PubChem.
